EBV gp42 inh: EBV gp42 inhibition; Fluorescence polarization binding assay, mP read-out; Q1HVG2; inhibition, % (tested at 21.74 µM); 0.42% of 220,000 active; in the data active means inhibition above about 50%
KLK5 inh: inhibitors of human kallikrein 5; recombinant hK5, fluorogenic AMC substrate cleavage; 0.59% of 210,000 active; inhibition, % at 5 µM;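 active means inhibition of 40% or more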;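 further: 0% = enzyme controls without compound and 100% = no-enzyme blanks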
Target sequence (Q9Y337 67-293 limits assumed): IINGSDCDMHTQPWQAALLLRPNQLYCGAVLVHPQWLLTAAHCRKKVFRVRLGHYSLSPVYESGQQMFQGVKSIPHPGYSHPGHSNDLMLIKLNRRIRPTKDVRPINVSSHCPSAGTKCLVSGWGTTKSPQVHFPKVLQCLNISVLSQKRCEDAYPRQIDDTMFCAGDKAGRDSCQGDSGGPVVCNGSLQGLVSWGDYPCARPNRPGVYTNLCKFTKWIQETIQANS
14-3-3 Bad PPI: disrupts binding of bovine 14-3-3 zeta to phospho-Bad peptide | P63103 | TR-FRET 14-3-3zeta/Dy647-pBad peptide displacement, 1 h | inhibition, % at 21.7 µM | 0.71% of 220,000 active | AID 781;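 active means inhibition above about 70%, limit read from the data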;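 further: 0% = full 14-3-3 plus peptide FRET controls and 100% = background without 14-3-3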
Cl transport mod: modulates chloride dependent transport by human KCC2. KCC2 cells, thallium flux FluoZin-2 fluorescence. 2.2% of 190,000 active. Q9H2X9. B-score of Tl+ flux slope (higher = more flux/activation; lower = inhibition) at 10 µM. AID 1456;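 active means thallium flux slope and its plate-corrected score both differing from the plate sample mean at a set confidence after two filtering rounds, in either direction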;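 further: slope of fluorescence scaled to starting intensity during 10 to 20 s after thallium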
NCF1 inh: blocks human p47phox regulatory protein of NADPH oxidases; inhibition, % at 24.7 µM; P14598; AID 1274; 0.53% of 220,000 active; p47phox/p22phox peptide binding, fluorescence polarization, 2 h;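 further: 0% = p47phox with labelled peptide and 100% = labelled peptide alone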
Thrombin inh: thrombin (human) inhibition. P00734. alpha-thrombin, Boc-VPR-AMC fluorogenic substrate cleavage. inhibition, % at 5 µM. 0.26% of 220,000 active. AID 1046;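 active means inhibition at or above 40%; inactive means inhibition below 40%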;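 further: 0% = enzyme with no compound and 100% = wells without enzyme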
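Material: human alpha-thrombin enzyme / Medium: pH 7.5 Tris (50 mM) with NaCl 150 mM, Tween 20 0.05% / Compound: single-point dosing at 5 µM, 0.2% DMSO / Incubation: enzyme reaction carried out at room temperature / Detection: AMC fluorescence, 355/460 nm / Read-out basis: percent inhibition scaled between no-compound controls and no-enzyme blanks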
Rad51 HR inh: blocks human Rad51 in homologous recombination; hRad51 DNA strand exchange, fluorescence dequenching; inhibition, % at 10 µM; 0.085% of 200,000 active;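 active means inhibition above 40% at the single screening dose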;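 further: 0% = DMSO control wells and 100% = blanks with heterologous ssDNA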
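Material: Human Rad51 nucleoprotein filaments preassembled on unlabelled ssDNA | Also added: Labelled 47-mer dsDNA for strand exchange | Dosing: Single dose, 10 µM final compound | Schedule: 30-min compound preincubation and 15-min exchange, both room temperature | Technique: Fluorescence dequenching at 485/520 nm | Measure: Percent inhibition relative to plate controls and blanks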
Furin inh: inhibitors of human furin | AID 463115 | inhibition, % at 30 µM | 0.061% of 220,000 active | purified furin, fluorogenic substrate cleavage | P09958; in the data active means inhibition above about 25%; further: inactives centre near -15
Target sequence (P09958 108-714 limits assumed): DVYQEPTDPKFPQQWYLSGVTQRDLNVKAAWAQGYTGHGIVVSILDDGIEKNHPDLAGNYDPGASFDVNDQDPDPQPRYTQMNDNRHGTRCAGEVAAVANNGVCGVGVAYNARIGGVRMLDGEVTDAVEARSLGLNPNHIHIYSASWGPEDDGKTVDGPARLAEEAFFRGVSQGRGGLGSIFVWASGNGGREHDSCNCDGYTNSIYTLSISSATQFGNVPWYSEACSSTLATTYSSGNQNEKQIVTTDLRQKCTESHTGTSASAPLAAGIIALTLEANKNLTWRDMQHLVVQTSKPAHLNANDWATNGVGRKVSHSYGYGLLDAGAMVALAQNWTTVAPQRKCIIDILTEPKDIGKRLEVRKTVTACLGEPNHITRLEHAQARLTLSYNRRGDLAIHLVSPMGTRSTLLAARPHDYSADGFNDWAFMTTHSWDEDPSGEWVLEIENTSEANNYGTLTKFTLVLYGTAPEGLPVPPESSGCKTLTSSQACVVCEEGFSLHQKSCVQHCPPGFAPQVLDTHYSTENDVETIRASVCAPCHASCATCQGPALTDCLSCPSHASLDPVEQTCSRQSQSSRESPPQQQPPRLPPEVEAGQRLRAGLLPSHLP
eIF4E-4G inh: inhibitors of eIF4E and eIF4G interaction in translation initiation; TR-FRET eIF4E-eIF4GI(517-606) binding, 2 h; inhibition, % at 21.7 µM; 0.37% of 220,000 active; AID 782;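 further: 0% = full FRET control wells and 100% = background wells lacking eIF4GI fragment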
Active calls of the source: *; i = inactive; nt = not tested or not shown; [ ] = remark or other dose.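 How the source made its calls, unless noted: active means inhibition above about 30% (limit read from the data); inactive means the rest.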

Order of results – 14-3-3 Bad PPI	Thrombin inh	NCF1 inh	Furin inh	KLK5 inh	eIF4E-4G inh	Rad51 HR inh	EBV gp42 inh	Cl transport mod
O=C(NCCSc1ccccc1)c1ccc(CN2CCOCC2)cc1
  -3	-2	-11	-16	2	-4	22	-20	-0.35
CN1CCO/C1=C(\C(Cl)=C(Cl)Cl)[N+](=O)[O-]
  7	-8	-3	-19	-1	-2	nt	-3	0.026
C/C(=C\C=C(C#N)C#N)c1cc(C#N)c(N)o1
  -11	4	-233	-14	-16	3	-43	-94	i
Cc1cc(NC(=O)CSc2nc3ccccc3n2CC(=O)N2CC(C)CC(C)C2)no1 (centres undefined)
  12[fluorescence artefact?]	-8	5	-14	6	-9	3	12	-0.0092
COc1ccc(OCC(=O)Nc2nc3ccccc3[nH]2)cc1
  -1	4	-7	-16[20 µM]	-5	-10	-8	-9	1.2
O=C(COc1ccccc1)N(Cc1cccs1)C1CCS(=O)(=O)C1 (centres undefined)
  5	-3	-10	-12	-4	1	11	-7	0.00067
Cc1ccc(C2Nc3ccc4ccccc4c3C3=C2C(=O)CC(C)(C)C3)o1 (centres undefined)
  -2	1	-26	-18[20 µM]	-7	-7	-10	-12	-0.16
COC(=O)Cc1c(OC)ccn(CCc2c[nH]c3ccccc23)c1=O
  6	-14	2	-8	-7	-1	-4	-5	0.049
COc1ccccc1C(=O)NCC(=O)OCC(=O)c1ccc2c(c1)-c1ccccc1C2
  -23	-1	-40	-22	-4	-5	-5	-39	0.28
CC(/C=N/n1c(-c2ccncc2)n[nH]c1=S)=C\c1ccco1
  0	-5	-10	-16	1	4	4	-23	-0.19

New compounds follow:
Order of results – 14-3-3 Bad PPI	Thrombin inh	NCF1 inh	Furin inh	KLK5 inh	eIF4E-4G inh	Rad51 HR inh	EBV gp42 inh	Cl transport mod
O=C(C1CCN(S(=O)(=O)c2ccccc2[N+](=O)[O-])CC1)N1CCOCC1
  -1	-8	-2	-24	-3	-2	7	3	0.62
O=C(O)c1cc(-c2ccc(/C=C3\NC(=O)N(c4ccc(Cl)cc4)C3=O)o2)ccc1Cl
  31	-1	-54	-12	-10	8	-17	11	-1.5
COc1ccccc1-c1cc(C(F)(F)F)nc(S(=O)(=O)CCCC(=O)O)n1
  -4	3	-10	-22[20 µM]	-13	5[fluorescence artefact?]	6	-7	nt
CCOc1cc(C(=O)Nc2nnc(CC)s2)ccc1OCC(=O)N1CCOCC1
  10[fluorescence artefact?]	-21	0	-26[20 µM]	0	0[fluorescence artefact?]	3	-8	0.0046
O=c1cc(CSc2nnc(NC3CCCCC3)s2)nc2sccn12
  -9	-9	1	-24	-5	-1	-45	-3	-0.62
CCc1ccc(NC(=O)CSc2nnc(CNC(=O)c3c(F)cccc3Cl)o2)cc1
  -3	-5	-21	-16[20 µM]	-8	-8	1	-6	-0.27
O=C(COc1cccnc1[N+](=O)[O-])c1c[nH]c2ccccc12
  -14	-5	-13	-18	0	0	nt	-26	0.33
Cc1ccc2nc(-c3ccc(NS(=O)(=O)c4ccc(F)cc4)cc3)sc2c1
  -11	-15	-40	-12	-58	-1	8	-16	0.28
CCOC(=O)c1ccc(NC(=S)NC(=O)c2nn(CC)cc2Br)cc1
  -6	-5	0	-10	4	6	2	15	6*
COc1ccc(Oc2nc(-c3ccccc3)ncc2S(=O)(=O)c2ccccc2)cc1
  3	-3	-5	-15[20 µM]	-24	-9	10	-9	0.003

Cl transport mod, what is marked active above.
Order of results – 14-3-3 Bad PPI	Thrombin inh	NCF1 inh	Furin inh	KLK5 inh	eIF4E-4G inh	Rad51 HR inh	EBV gp42 inh	Cl transport mod
CCOC(=O)c1ccc(NC(=S)NC(=O)c2nn(CC)cc2Br)cc1
  -6	-5	0	-10	4	6	2	15	6*

3 entries already listed, arranged by SMILES length, lowest first.
Order of results – 14-3-3 Bad PPI	Thrombin inh	NCF1 inh	Furin inh	KLK5 inh	eIF4E-4G inh	Rad51 HR inh	EBV gp42 inh	Cl transport mod
Cc1ccc2nc(-c3ccc(NS(=O)(=O)c4ccc(F)cc4)cc3)sc2c1
  -11	-15	-40	-12	-58	-1	8	-16	0.28
COc1ccccc1-c1cc(C(F)(F)F)nc(S(=O)(=O)CCCC(=O)O)n1
  -4	3	-10	-22[20 µM]	-13	5[fluorescence artefact?]	6	-7	nt
O=C(O)c1cc(-c2ccc(/C=C3\NC(=O)N(c4ccc(Cl)cc4)C3=O)o2)ccc1Cl
  31	-1	-54	-12	-10	8	-17	11	-1.5

Carrying on.
Order of results – 14-3-3 Bad PPI	Thrombin inh	NCF1 inh	Furin inh	KLK5 inh	eIF4E-4G inh	Rad51 HR inh	EBV gp42 inh	Cl transport mod
COCCn1c(SCC#N)nnc1-c1ccc(OC)cc1
  -1	0	4	-32[20 µM]	-6	4	-3	-2	0.022
CCCC(=O)N1CC2(CCC)CN(C(=O)CCC)CC(CCC)(C1)C2=O
  0[fluorescence artefact?]	-5	-3	-15	-15	9[fluorescence artefact?]	3	-5	-0.49
Cc1ccccc1C(=O)NC(=S)Nc1ccc(S(=O)(=O)N2CCOCC2)cc1
  -2	-6	-11	-17	-8	4	7	-10	0.24
CC(=O)N1CCCc2cc(S(=O)(=O)NCCC3=CCCCC3)ccc21
  0	4	-10	-15	0	4	5	-12	-0.2
CC(C)n1cnc2c(Nc3cccc(Cl)c3)nc(N(CCO)CCCO)nc21
  7	3	-12	-14	4	-3	9	-9	-2.6*
O=C1C2C3C=CC(CNS(=O)(=O)c4ccccc4)(O3)C2C(=O)N1c1ccc(Cl)cc1 (centres undefined)
  5	-7	-8	-9	-16	21	5	-2	0.54
O=C(N/N=C\c1ccc([N+](=O)[O-])o1)c1cncc(Br)c1
  2	1	-10	-11	6	-5	nt	-7	1.8
CC1C(C#N)=C(N)OC2=C1C(=O)CCC2 (centres undefined)
  1	-3	11	-23	0	-3	-15	-7	0.74
O=C(O)c1cc2c(ccc3ccccc32)oc1=O
  -9	-12	-13	-94[20 µM]	-326	11	2	-11	-0.23
Cc1ccc(-n2[nH]c(C)c(/C=N/Nc3ccc([N+](=O)[O-])cc3[N+](=O)[O-])c2=O)cc1C
  -8	1	3	-1	2	18	9	1	-3.9

Next part.
Order of results – 14-3-3 Bad PPI	Thrombin inh	NCF1 inh	Furin inh	KLK5 inh	eIF4E-4G inh	Rad51 HR inh	EBV gp42 inh	Cl transport mod
N#CCCn1c(=O)n(CCC#N)c2ccccc21
  -6	-5	-4	-24	1	0	-18	-3	nt
CCCCNC(=O)CC(=O)Nc1ccccc1C(=O)O
  25	2	-7	-17	19	16	-2	-13	-0.062
Cn1c(=O)cc(SCC(=O)N2CCN(c3ccccn3)CC2)c2ccccc21
  -5	0	-10	-10	0	0	7	1	-3.5*
Cc1cc(C)c(C)c(S(=O)(=O)Nc2ccc(OCC(=O)O)cc2)c1C
  4	-3	-4	-10	-16	-1[fluorescence artefact?]	-5	-16	-0.62
Fc1cccc(Cl)c1Cn1nnc2c(-n3ccnc3)ncnc21
  -6	-5	-5	-21	-2	2	4	17	-0.24
O=C1CN(C(=O)COC(=O)c2ccccc2NCc2ccco2)c2ccccc2N1
  7	-6	-15	-24[20 µM]	-88	-1	-1	2	0.028
O=C(COC(=O)c1ccc[n+]([O-])c1)Nc1c(Br)cc([N+](=O)[O-])cc1Br
  4	-2	-2	-13	-4	3	0	0	-0.73
CCN(CC)CCC#CC(O)(c1ccccc1)C1CCCCC1 (centres undefined)
  -19	-1	-12	-37	-1	-3	17	-1	-0.56
CCOC(=O)C1(CC)NC(c2ccc(N(C)C)cc2)C2C(=O)N(C)C(=O)C21 (centres undefined)
  -4	-1	-3	-28	-3	5	4	-12	0.63
Cn1cc(S(=O)(=O)NCc2ccco2)c(=O)n(C)c1=O
  10	-4	-3	-17	12	-2	-2	-11	-0.65

Going on with the list:
Order of results – 14-3-3 Bad PPI	Thrombin inh	NCF1 inh	Furin inh	KLK5 inh	eIF4E-4G inh	Rad51 HR inh	EBV gp42 inh	Cl transport mod
O=C(Cc1ccc(-n2c(=O)c3sccc3n(CC(=O)Nc3ccccc3F)c2=O)cc1)NCc1ccco1
  -21	-14	-8	-3	0	0	13	-3	-0.17
CC(C)C(=O)NC(NC1CCS(=O)(=O)C1)C(Cl)(Cl)Cl (centres undefined)
  -12	9	-1	-26	-4	2	0	-5	nt
O=S1(=O)N=C(N2CCCc3ccccc32)c2ccccc21
  -7	5	-5	-9	11	3	-12	-3	nt
O=C(NC1CC1)c1sccc1-n1cccc1
  -5[fluorescence artefact?]	4	-8	-13[20 µM]	-2	-10	-4	11	nt
O=C(CC1S/C(=N\S(=O)(=O)c2ccc(F)cc2)N(c2ccccc2)C1=O)Nc1ccccc1 (centres undefined)
  -13[fluorescence artefact?]	-4	-46	-2	-21	2	4	-7	-0.47
CC[N+](CC)(CC)C/C(N)=N/O
  4[fluorescence artefact?]	3	2	-28	-21	-11[fluorescence artefact?]	-1	-13	0.58
COc1ccc(Cc2nc(-c3cccs3)no2)cc1OC
  -2	-5	-7	-12	10	-2	-1	-8	nt
CCN1CCCC1CN(Cc1cc2ccc(C)cc2[nH]c1=O)C(=S)Nc1cccc(OC)c1 (centres undefined)
  -7	2	-7	-19	-11	11	6	-4	0.31
Oc1c(Cl)cc(Cl)cc1C(C#Cc1ccccc1)N1CCOCC1 (centres undefined)
  8[fluorescence artefact?]	-5	-19	-7[20 µM]	-3	-1[fluorescence artefact?]	-6	2	-1.6
COC(CNC(=O)C(C)n1nc(C)c2ccccc21)OC (centres undefined)
  -18	4	-11	-35	0	-3	22	4	-1.2

A second format for 3 compounds above.
Structure,14-3-3 Bad PPI,Thrombin inh,NCF1 inh,Furin inh,KLK5 inh,eIF4E-4G inh,Rad51 HR inh,EBV gp42 inh,Cl transport mod
O=C(NC1CC1)c1sccc1-n1cccc1,-5[fluorescence artefact?],4,-8,-13[20 µM],-2,-10,-4,11,nt
O=C(CC1S/C(=N\S(=O)(=O)c2ccc(F)cc2)N(c2ccccc2)C1=O)Nc1ccccc1 (centres undefined),-13[fluorescence artefact?],-4,-46,-2,-21,2,4,-7,-0.47
CCN1CCCC1CN(Cc1cc2ccc(C)cc2[nH]c1=O)C(=S)Nc1cccc(OC)c1 (centres undefined),-7,2,-7,-19,-11,11,6,-4,0.31

New compounds follow:
Order of results – 14-3-3 Bad PPI	Thrombin inh	NCF1 inh	Furin inh	KLK5 inh	eIF4E-4G inh	Rad51 HR inh	EBV gp42 inh	Cl transport mod
CC(C)NC(=O)Nc1cccc(Cl)c1
  -1	-4	2	-19	-5	0	-2	-4	0.091
CN(Cc1ccccc1)C(=O)c1cnc2n(c1=O)CCS2
  11	0	-7	-20[20 µM]	-4	2[fluorescence artefact?]	-4	-29	0.02
COc1ccc(CCN2C(=O)CCC2(C)C(=O)NC2CCCC2)cc1OC (centres undefined)
  -8	-10	-11	-18	1	6	-9	-15	0.36
CC(=O)OCC1OC(n2ccc(=O)[nH]c2=O)C(O)C1O (centres undefined)
  -4	-2	-4	-23	11	3	-4	-9	0.56
